Screening results (PubChem)
BRCA1 expr up – activators of BRCA1 expression; AID 624202; MCF7-BRCA1-FFLuc reporter, luminescence, 48 h; response scale: scaled: vehicle 0%, 10 µM genistein 100%; Potency, µM (top dose mostly 46.1 µM), without a hit: at the top dose activation, usual class: activators; actives 1.1% (n = 380,000); also: potency is read from the fitted curve at half-maximal effect; nearly all actives have a fitted effect of over 80% in size; some results filed as inactive show a strong effect at the top dose
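MCF7-BRCA1-FFLuc cells, 2000/well in phenol-red-free MEM, attached 2 h then treated 48 h at 37 C. Luciferase luminescence read 15 min after reagent; normalized to genistein maximum activation (10microM) and DMSO, concentration-response fitted.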
ASM inhibitor – blocks human secretory acid sphingomyelinase; placental ASM, HMU-PC fluorogenic substrate, 60 min; AID 504937; P17405; Potency, µM (doses to about 57.5 µM), without a hit: top-dose activity change, negative = inhibition, actives largely listed as inhibitors; actives 0.006% (n = 340,000); also: potency is read from the fitted curve at half-maximal effect
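Human placenta-derived ASM enzyme was preincubated with compound for 10 minutes at room temperature, then given fluorogenic substrate HMU-PC0 (9 uM final) for 60 minutes at 37 °C; a pH 10 stop preceded fluorescence reading at Ex 386/Em 447 nm.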
uPA surface inh – blocks generation of uPA at the cell surface; actives 0.31% (n = 330,000); cell surface uPA generation assay, qHTS; Potency, µM (series often up to 38.3 µM), for inactives: at the highest dose activity change, negative = inhibition, hits mostly inhibitors; AID 540303; active = well fitted inhibition curve with a large enough effect; inconclusive = small, poorly fitted or top-dose-only effect; inactive = no such curve, though single readings can be large or run the other way; tested in mouse RAW 264.7 cells; also: potency is read from the fitted curve at half-maximal effect; % is scaled to controls: 0 for no effect and ±100 for the full control effect; nearly all actives have a fitted effect of over 55% in size
ELG1 genotox – inducers of genotoxicity in HEK293T ELG1-luciferase cells; Potency, µM (doses to about 46 µM), for the others: top-dose activity change, positive = activation, actives largely listed as activators; HEK293T ELG1-luciferase reporter, luminescence, 16 h; actives 1.3% (n = 330,000); AID 504466; also: potency is read from the fitted curve at half-maximal effect; % of control where 0% means no effect; nearly all actives have a fitted effect of over 60% in size
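Step 1: seed 2,000 HEK293T ELG1-luciferase cells per well. Step 2: add compound or DMSO, incubate 16 hr at 37 °C. Step 3: ONE-Glo, 30 min at room temperature, read luminescence.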
TRPV1 agonist – human TRPV1 agonism | TRPV1-expressing cells, Fluo-8 calcium influx, agonist mode | activation, % at 8.33 µM | actives 0.19% (n = 320,000); in the data active = activation above about 80%; inconclusive = between about 30% and that limit; also: 0% is about no effect
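TRPV1-expressing cells were cultured overnight at 35.5C and loaded with Fluo-8 calcium dye for 40 to 90 min at room temperature. After a 10 s baseline, compound was added and calcium influx was read kinetically for 3 min (ex 480/em 520 nm).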
B2AR arrestin – beta2AR (human) beta-arrestin recruitment activity | P07550 | beta-arrestin recruitment to beta2AR, cell-based reporter | Potency, µM (highest dose often 46.1 µM), for the others: top-dose activation, hits mostly activators | actives 0.02% (n = 330,000) | AID 492947;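 also: potency is read from the fitted curve at half-maximal effect; 0% = DMSO controls and full agonism = EC100 isoproterenol or metaproterenol; nearly all actives have a fitted effect of over 65% in size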
Target sequence (P07550 whole entry, looked up): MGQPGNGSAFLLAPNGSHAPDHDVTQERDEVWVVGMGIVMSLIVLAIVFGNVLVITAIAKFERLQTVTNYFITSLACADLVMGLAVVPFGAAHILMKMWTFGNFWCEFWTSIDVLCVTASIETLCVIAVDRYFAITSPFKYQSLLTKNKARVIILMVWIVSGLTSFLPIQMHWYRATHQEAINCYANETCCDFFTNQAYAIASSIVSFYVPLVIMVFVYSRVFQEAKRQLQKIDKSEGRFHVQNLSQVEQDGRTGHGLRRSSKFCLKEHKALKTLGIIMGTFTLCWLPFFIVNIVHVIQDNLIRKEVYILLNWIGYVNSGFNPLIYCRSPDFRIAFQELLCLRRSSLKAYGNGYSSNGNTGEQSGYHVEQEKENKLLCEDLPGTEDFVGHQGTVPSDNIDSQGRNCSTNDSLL
TSG101-PTAP inh – blocks PTAP/TSG101 interaction to inhibit HIV-1 budding. Fluorescence polarization, FITC-PTAP peptide / Tsg101 binding. AID 493005. Potency, µM (top dose mostly 115 µM), inactives show at the top dose activity change, negative = inhibition, actives largely listed as inhibitors. 340,000 tested, under 10 active; active = well fitted inhibition curve with a large enough effect in the main read-out, with a control signal flat, not every such curve was filed as active; inconclusive = small, poorly fitted or top-dose-only effect, or effect the other way, or a change in a side signal; inactive = no such curve, though single readings can be large or run the other way; also: potency is read from the fitted curve at half-maximal effect; % of control where 0% means no effect
Target sequence (Q99816 whole entry, looked up): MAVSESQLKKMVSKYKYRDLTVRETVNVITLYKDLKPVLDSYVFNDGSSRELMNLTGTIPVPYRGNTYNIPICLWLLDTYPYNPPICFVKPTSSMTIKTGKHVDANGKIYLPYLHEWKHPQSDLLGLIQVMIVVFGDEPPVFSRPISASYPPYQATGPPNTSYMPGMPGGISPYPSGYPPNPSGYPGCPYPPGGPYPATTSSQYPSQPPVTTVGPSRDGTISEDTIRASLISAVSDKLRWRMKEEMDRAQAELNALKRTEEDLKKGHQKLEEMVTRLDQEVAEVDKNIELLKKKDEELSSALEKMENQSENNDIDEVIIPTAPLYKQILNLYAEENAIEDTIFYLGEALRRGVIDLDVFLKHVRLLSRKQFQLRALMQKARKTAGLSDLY
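Fluorescence anisotropy tracks displacement of a FITC-tagged PTAP peptide (50 nM) from the Tsg101 binding domain (10 uM), following a 20 min room-temperature incubation at pH 7.5.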
p53 reactivation – restores transcriptional activity of mutant p53 | H1299 p53-A138V BP100-luciferase reporter, luminescence, 24 h | actives 0.063% (n = 320,000) | Potency, µM (series often up to 92.2 µM), without a hit: top-dose activity change, positive = activation, actives largely listed as activators; also: potency is read from the fitted curve at half-maximal effect; % of control where 0% means no effect; nearly all actives have a fitted effect of over 45% in size
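H1299 (p53-null), stable ts p53-A138V + BP100-Luc; 1000 cells/well, Opti-MEM/10% FBS; cpd 4 pt, 1:5; 24 h, 37 deg C, 5% CO2; detection reagent 10 min RT; luminescence.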
Integrin act MD – activators of alpha7 integrin expression for muscular dystrophy; AID 624291; actives 0.064% (n = 350,000); Potency, µM (series often up to 38.3 µM), for inactives: at the highest dose activation, most hits filed as activators; alpha7betagal myoblasts, beta-gal FDG fluorescence, 48 h;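 also: potency is read from the fitted curve at half-maximal effect; 100% = response of the positive control SU9516; nearly all actives have a fitted effect of over 60% in size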
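alpha7betagal+/- myoblasts (passage 13, 250/well) treated 48 h at 37C with compounds at 1:260 dilution of DMSO stock. Lysed, then beta-galactosidase activity read as FDG fluorescence (ex 480/em 540) after 30 min, with pre-read for autofluorescence.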
USP2a block – inhibitors of human ubiquitin-specific protease USP2a | USP2 core, Ub-CHOP2 coupled fluorogenic reporter, 485/531 | Potency, µM (series often up to 38.3 µM), inactives show at the top dose activity change, negative = inhibition, most hits filed as inhibitors | actives 0.01% (n = 330,000) | O75604 | AID 463254;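 also: potency is read from the fitted curve at half-maximal effect; plate controls were DMSO wells for no effect and full inhibition by NEM control for full effect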
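USP2 core (10nM final) preincubated 30min RT with compound in 20mM Tris-HCl pH 8.0, 2mM CaCl2, 2mM beta-mercaptoethanol, 0.05% CHAPS; 25nM Ub-CHOP2 plus 25nM reporter substrate added, fluorescence (Ex485/Em531) read after 60min.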
Eya2 phos inh – Eya2 (human) phosphatase inhibition | O00167 | recombinant Eya2, OMFP fluorescence dephosphorylation (OMFP is methylfluorescein phosphate) | Potency, µM (titrated, usually from 76.9 µM), without a hit: top-dose activity, negative = inhibition, usual class: inhibitors | actives 0.006% (n = 330,000) | AID 488837; also: potency is read from the fitted curve at half-maximal effect; % is scaled to controls: 0 for no effect and ±100 for the full control effect
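Eya2 (0.2 uM) preincubated 10 min at ambient with compound, then OMFP substrate added at 50 uM; 10 min reaction in 50 mM HEPES pH 7.5, 50 mM NaCl, 5 uM MgCl2, 0.05% BSA, 1 mM DTT. Fluorescence read at Ex 485/Em 525 nm.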
Numbers without * were called inactive; ? = inconclusive; · = not tested or not shown; & = joins results of further samples; [ ] = remark or other dose. Unless noted, calls follow the shape of the dose curve; as a rule, active = well fitted curve in the direction sought with a large enough effect; inconclusive = small, poorly fitted or top-dose-only effect, or another doubt; inactive = no such curve, though single readings can be large; an effect the other way counts as inactive or inconclusive.

SMILES	BRCA1 expr up	ASM inhibitor	uPA surface inh	ELG1 genotox	TRPV1 agonist	B2AR arrestin	TSG101-PTAP inh	p53 reactivation	Integrin act MD	USP2a block	Eya2 phos inh
Cc1ccc(CN2CC(C(=O)Nc3cccc(S(=O)(=O)N4CCCCC4)c3)CC2=O)cc1 (stereo not given)	-19%	2%	3%	-5%	2	0.0%	4%	9%	8%	0%	-5%
CN(CCOc1ccccc1)CC(=O)Nc1ccc(Cl)c(S(=O)(=O)N(C)C)c1	-27%	-1%	-4%	-10%	8	0.0%	-1%	1%	-9%	0%	-4%
CC(c1nccs1)N(C)C(=O)CCc1nnc(Cc2c[nH]c3ccccc23)o1 (stereo not given)	3%	3%	15%	3%	-4	0.0%	-1%	3%	-11%	2%	15%
O=C1CCCC2=C1C(c1cccs1)Nc1ccc3ncccc3c12 (stereo not given)	-84%	122%[activator]	·	11%	9	-0.1%	-6%	-8%	20%	1%	4%
Cc1cc(C)nc(NC(=NCc2ccc3c(c2)OCO3)NC(=O)Nc2ccccc2)n1	-78%	-10%	·	·	-3	·	2%	·	1%[7.66 µM]	·	·
Cc1c(NCc2nc3ccccc3[nH]2)c(=O)n(-c2ccccc2)n1C	-16%	-2%	-6%	2%	-3	0.3%	-6%	?	-12%	-1%	19%
Cc1cc(SCC(=O)OCC(=O)NC(C)c2ccccc2)c(C)cc1Br (stereo not given)	-18%	-1%	-2%	0%	14	3.5%	0%	-6%	22%	-1%	-4%
CCc1c(C)nc2ncnn2c1N1CCN(S(=O)(=O)c2ccc(OC)cc2)CC1	-16%	-1%	-5%	0%	2	0.1%	0%	1%	24%	3%	8%
CC(C)c1ccc(NC(=O)c2ccc3snnc3c2)cc1	?	-1%	-3%	21%	6	-1.6%	1%	3%	-13%	-1%	-13%
CCn1cnc2c(NCCc3cccnc3)nc(C#N)nc21	0%	1%	9%	-1%	-4	0.0%	1%	8%	·	0%	3%
COc1ccc(/C=C(/NC(=O)c2ccc(C)cc2)C(=O)N2CCCC2)cc1OC	-15%	2%	-2%	3%	1	-0.5%	-2%	-6%	-32%	0%	1%
Cc1ccccc1CN1CCC(n2nccc2NC(=O)CCCc2ccccc2)CC1	-8%	3%	2%	2%	?	0.4%	-1%	-2%	42%	0%	19%
Cc1cc(NC(=O)CSc2nc3c(cc2C#N)CCC3)no1	0%	129%[activator]	-5%	4.1µM*	2	-0.1%	-4%	?	8%	3%	-10%
CCOC(=O)Nc1cccc(Nc2ccccc2)c1	33%	0%	5%	?	0	-0.3%	-7%	6%	0%	0%	-21%
Cc1ccc(-c2csc3nnc(SCc4csc(C)n4)n23)cc1	-20%	5%	·	-3%	26	0.0%	-5%	-13%	-30%[7.66 µM]	2%	-1%
CCS(=O)(=O)c1ncc(Cl)c(C(=O)Nc2ccc(S(=O)(=O)N3CCCC(C)C3)cc2)n1 (stereo not given)	-95%[inhibitor]	-6%	3%	-15%	2	0.1%	-1%	-31%[inhibitor]	-75%[inhibitor]	0%	-3%
Cc1ccc(CNC(=O)C2CCN(S(=O)(=O)c3cccc4nonc34)CC2)cc1	2%&-1%	-4%	1%	-1%	6	0.0%	0%	0%	-15%	0%	0%
Cc1ccc(S(=O)(=O)N2CCC(=O)N(C(COCc3ccc(C(F)(F)F)cc3)C(C)C)CC2)cc1 (stereo not given)	-51%	-2%	10%	-1%	?	-1.7%	-1%	-1%	-30%	4%	-11%
COc1cccc(C2CC(c3ccccc3)Nc3ncnn32)c1 (stereo not given)	3%	4%	·	-4%	10	-0.9%	-3%	-23%	6%	1%	2%
CSCC[C@H](NC(=O)C(C)Oc1ccc(Cl)cc1)c1nc2ccccc2[nH]1 (stereo not given in full)	-12%	4%	2%	-1%	?	0.4%	-4%	-11%	-33%	-1%	-3%
COc1ccc(Cl)cc1NC(=O)c1cc(-c2ccc(C)cc2O)n[nH]1	0%	1%	4%	0%	1	0.0%	-5%	1%	35%	0%	-5%
COC(=O)c1ccc2c(=O)n(CC3CCCO3)c(SCC(=O)NCCc3ccc(S(N)(=O)=O)cc3)nc2c1 (stereo not given)	-21%	1%	-4%	-3%	1	-0.1%	-1%	-1%	-38%	4%	-7%
C#CCOCCOCCOCCNc1nc(N2CCN(C(=O)[C@H](CCCCN)n3cc(CCC(=O)O)nn3)CC2)nc(N2CCN(C(=O)[C@H](CCCCN)n3cc(CC(C)O)nn3)CC2)n1 (stereo not given in full)	8%	5%	6%	-1%	-3	0.4%	-1%	2%	11%	0%	14%
CC(C)(C)c1ccc2c(c1)OC(C(=O)N/N=C/c1ccc([N+](=O)[O-])o1)CO2 (stereo not given)	48%	-13%	-7%	-5%	?	-1.0%	-1%	1%	-57%[inhibitor]	-4%	5%
CC(N=C1NS(=O)(=O)c2ccccc21)C(=O)NCc1ccc2c(c1)OCO2 (stereo not given)	-6%	3%	4%	1%	-3	-1.0%	-4%	-2%	9%	0%	-11%
O=[N+]([O-])c1ccc(S(=O)(=O)NCCN2CCOCC2)cc1	-2%	-1%	-2%	?	15	-0.9%	0%	9%	17%	0%	1%
O=C(CN(C(=O)C1CSC(=O)C1)c1ccc(F)cc1)NCc1ccc2c(c1)OCO2 (stereo not given)	-11%	2%	-12%	-5%	0	-0.1%	-1%	5%	6%	1%	10%
Cc1ccc(NC(=O)CSc2nnc(/N=C/N(C)C)s2)cc1	-39%	-3%	1%	-4%	?	-0.2%	0%	-1%	10%	1%	3%
CCOC(=O)C/C(=N\Nc1ncnc2ccccc12)c1ccccc1	30%	-6%	0%	5%	-5	5.9%	1%	21%	22%	-3%	-14%
COc1ccc(OCC2NCCc3cc(OC)c(OC)cc32)cc1 (stereo not given)	-17%	-3%	4%	1%	1	-0.6%	-1%	-4%	?	2%	-1%
Cc1ccc(C(=O)c2c3ccc([N+](=O)[O-])cc3[n+]([O-])n2CCC(N)=O)cc1	-15%	2%	1.4µM*	15%	5	-0.6%	-3%	·	-1%	-2%	9%
CCN1CCN(c2nc3c(C)cccn3c(=O)c2/C=C(\C#N)S(=O)(=O)c2ccc(Cl)cc2)CC1	-40%	10%	-6%	1%	?	0.3%	-13%	-6%	0%	-5%	-13%
COc1ccc(-c2cc(C(F)(F)F)nc(SCCC(=O)N3CCN(C)CC3)n2)cc1	2%	1%	10%	·	·	·	4%	·	?	·	·
CCN(CC)CCCNC(=O)c1[nH]c(C)c(C(=O)NC2CCCCC2)c1C	0%	6%	2%	2%	2	0.1%	-4%	2%	24%	0%	-35%
NC(=O)c1ccc(N2CCN(c3ccccc3O)CC2)c([N+](=O)[O-])c1	-14%	0%	3%	-15%	6	-0.2%	2%	-5%	-34%	0%	-16%
O=C(CC1SC(=NCC2CCCO2)NC1=O)Nc1cc([N+](=O)[O-])ccc1Cl (stereo not given)	2%	-1%	-1%	-3%	0	0.0%	-4%	0%	-11%	2%	9%
Cc1cc(C)c(NC(=S)NCC2CCN(C(C)c3ccccc3)C2)c(C)c1 (stereo not given)	-28%	2%	-5%	-7%	1	-0.2%	-4%	24%	-35%	3%	-11%
O=C(Nc1ccc(Cl)cc1)N1CCC(c2nc(-c3ccccc3Cl)no2)CC1	-65%	-20%	-8%	-3%	6	-0.4%	-9%	22%	-39%	-1%	-11%
CCOC(=O)NNC(=S)Nc1c(C)n(C)n(-c2ccccc2)c1=O	28%	1%	-1%	-4%	·	0.1%	2%	0%	1%	2%	-5%
Cc1cc(C)cc(NC(=O)Nc2ccc3c(c2)N(C)C(=O)CS3)c1	-48%	-3%	-10%	-16%	?	-0.5%	-4%	-7%	-3%	-2%	-9%
Nc1nc(SCC(=O)NCc2ccccc2Cl)[nH]c(=O)c1NC(=O)c1ccccc1F	-88%[inhibitor]	2%	-8%	1%	1	-1.3%	-3%	-2%	15%	-4%	-1%
Cc1ccc(NC(=O)c2cccc(NC3=NC4CS(=O)(=O)CC4S3)c2)cc1C (stereo not given)	-12%	0%	-17%	4%	-1	0.5%	1%	·	7%	2%	-4%

Quoted at random: 2 entries already listed, in no set order.
SMILES	BRCA1 expr up	ASM inhibitor	uPA surface inh	ELG1 genotox	TRPV1 agonist	B2AR arrestin	TSG101-PTAP inh	p53 reactivation	Integrin act MD	USP2a block	Eya2 phos inh
COc1ccc(-c2cc(C(F)(F)F)nc(SCCC(=O)N3CCN(C)CC3)n2)cc1	2%	1%	10%	·	·	·	4%	·	?	·	·
Cc1ccc(NC(=O)c2cccc(NC3=NC4CS(=O)(=O)CC4S3)c2)cc1C (stereo not given)	-12%	0%	-17%	4%	-1	0.5%	1%	·	7%	2%	-4%
